Gli-Sufu antag: Gli-Sufu pathway antagonists, primary screen, luciferase luminescence, Sufu-KO-LIGHT cells, uHTS; 340,000 compounds, 0.74% hits; inhibition, % at 5 µM; Sufu-KO-LIGHT fibroblasts, Gli luciferase reporter luminescence;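 active = inhibition above about 55%, limit read from the data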;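 note: 0% = DMSO-treated cells and 100% = wells with medium but no cells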
CXCR6 inh: CXCR6 receptor inhibitors, primary screen, cell-based, beta-arrestin, luminescence, CHO-K1 PathHunter, 1536-well | C-X-C chemokine receptor type 6 (Homo sapiens), O00574 | inhibition, % at 20 µM | 360,000 compounds, 0.36% hits; in the data active = inhibition above about 34%, passing the limit was not always enough;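 note: antagonist mode with CXCL16 agonist at 10 nM final; 0% = 10 nM CXCL16 with DMSO and 100% = unstimulated wells without agonist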
Target sequence (O00574 whole entry, looked up): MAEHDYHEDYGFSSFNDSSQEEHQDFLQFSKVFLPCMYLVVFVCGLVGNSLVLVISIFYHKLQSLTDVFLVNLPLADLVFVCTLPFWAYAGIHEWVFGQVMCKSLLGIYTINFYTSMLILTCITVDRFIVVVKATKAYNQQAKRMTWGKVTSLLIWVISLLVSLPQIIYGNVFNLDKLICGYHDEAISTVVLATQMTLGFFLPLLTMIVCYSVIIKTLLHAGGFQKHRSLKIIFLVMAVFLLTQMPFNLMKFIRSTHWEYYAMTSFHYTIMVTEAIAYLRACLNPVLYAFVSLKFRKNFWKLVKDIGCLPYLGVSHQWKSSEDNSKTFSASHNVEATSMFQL
CCR6 antag: CCR6 receptor antagonists, primary screen, cell-based, CHO-K1, luminescence, beta-arrestin, uHTS; inhibition, % at 20 µM; CHO-K1 CCR6 PathHunter beta-arrestin, CCL20-stimulated; AID 493098, 2011; 340,000 compounds, 0.49% hits; C-C chemokine receptor type 6 (Homo sapiens), P51684;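 active = compounds whose inhibition of the agonist-driven luminescence signal at 20 µM reaches about 50%, limit read from the data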;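 note: cells stimulated with CCL20 at 14 nM final; plate controls were DMSO with CCL20 for no effect and DMSO without agonist for full effect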
Target sequence (P51684 whole entry, looked up): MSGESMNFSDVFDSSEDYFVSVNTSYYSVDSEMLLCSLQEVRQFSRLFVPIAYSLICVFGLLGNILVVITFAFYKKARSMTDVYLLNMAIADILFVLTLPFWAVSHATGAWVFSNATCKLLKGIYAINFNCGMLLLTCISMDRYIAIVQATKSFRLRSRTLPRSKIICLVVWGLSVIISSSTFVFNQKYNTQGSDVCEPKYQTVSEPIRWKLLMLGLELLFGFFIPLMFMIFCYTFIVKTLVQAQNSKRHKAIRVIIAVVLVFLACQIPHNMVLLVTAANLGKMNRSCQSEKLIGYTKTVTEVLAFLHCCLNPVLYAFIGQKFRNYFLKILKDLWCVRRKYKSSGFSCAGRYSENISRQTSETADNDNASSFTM
Jurkat NFkB inh: inhibitors of induced NF-kB luciferase reporter, primary screen, TCR NF-kB activation inhibitor project, cell-based, luminescence, uHTS. Jurkat, PMA/ionomycin-induced NF-kB luciferase reporter. 330,000 compounds, 0.53% hits. inhibition, % at 4 µM. AID 435003, 2010; in the data active = inhibition above about 50%
UPR CHOP act: activators of apoptotic CHOP UPR arm, primary screen, cell-based, CHO-CHOP luciferase reporter, luminescence, uHTS. UPR activation; percent of tunicamycin response over DMSO baseline. activation, % at 10 µM. 330,000 compounds, 0.34% hits. AID 449763, 2010;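 active = at 10 µM dose, activation of 40% or more, normalized to positive control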;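 note: 100% = tunicamycin at 10 µg/mL and 0% = DMSO alone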
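measured by = luciferase luminescence | assay system = CHO-CHOP cells, stable luciferase reporter of PERK-eIF2a-CHOP signalling | amount = 500 reporter cells seeded per well | timing = 6 h compound exposure at 37 °C after overnight seeding | controls = positive tunicamycin 10 µg/mL, negative DMSO alone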
EBI2 block: EBI2 receptor antagonists, beta-arrestin recruitment, primary screen, cell-based, luminescence, 7a,25-OHC stimulation, uHTS | G-protein coupled receptor 183 (Homo sapiens), P32249 | 7a,25-OHC stimulated | inhibition, % at 5 µM | 360,000 compounds, 0.81% hits; in the data active = inhibition above about 38%;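 note: enzyme fragment complementation signal reports receptor beta-arrestin coupling in cells; 0% = agonist plus DMSO wells and 100% = wells without agonist; some results beyond the cut were filed as inactive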
Target sequence (P32249 whole entry, looked up, the tested form may be a part): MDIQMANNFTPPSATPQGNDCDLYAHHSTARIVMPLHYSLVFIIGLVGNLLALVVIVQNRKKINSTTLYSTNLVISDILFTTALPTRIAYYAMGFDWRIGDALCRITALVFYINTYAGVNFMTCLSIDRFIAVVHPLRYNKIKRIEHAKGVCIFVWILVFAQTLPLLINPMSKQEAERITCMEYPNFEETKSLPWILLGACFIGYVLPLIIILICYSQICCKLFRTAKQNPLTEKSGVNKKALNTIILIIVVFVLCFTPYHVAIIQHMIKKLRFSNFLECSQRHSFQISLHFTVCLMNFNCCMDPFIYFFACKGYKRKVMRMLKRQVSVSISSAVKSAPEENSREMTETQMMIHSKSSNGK
697 NFkB inh: inhibitors of PMA/ionomycin-induced NF-kB reporter, 697 cells, primary screen, B-cell NF-kB inhibitor project, cell-based, luminescence, uHTS. 697 B-cell NF-kB luciferase reporter, 16 h. inhibition, % at 4 µM. 330,000 compounds, 0.33% hits. AID 435022, 2010; in the data active = inhibition above about 35%
Mdm2 MdmX PPI: inhibitors of human Mdm2-MdmX association, primary screen, cell-based, luminescence, split luciferase, SaOS-2, uHTS | Protein Mdm4 (Homo sapiens) + E3 ubiquitin-protein ligase Mdm2 (Homo sapiens), … | SaOS-2 split-luciferase Mdm2/MdmX complementation | inhibition, % at 8 µM | 330,000 compounds, 3% hits | AID 485346, 2010;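 active = inhibition of at least 50% at 8 µM in the primary screen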
XBP1 UPR activ: activators of adaptive XBP1 UPR arm, primary screen, cell-based, CHO-XBP1 luciferase reporter, luminescence, uHTS; 330,000 compounds, 0.33% hits; activation, % at 20 µM; IRE1-XBP1 UPR activation; percent of tunicamycin response, DMSO as zero;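 active = versus positive control, 20 µM dose yields 30% or more activation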;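 note: 100% = tunicamycin at 10 µg/mL and 0% = DMSO only wells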
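Test system: CHO-XBP1 luciferase reporter cells | Buffer or medium: Serum-containing F12 medium, 10% FBS | Schedule: 6 h compound exposure at 37 °C, 5% CO2 | Detection: Steady-Glo luciferase glow luminescence, 10 min after reagent addition | Read-out basis: Activation, % of tunicamycin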
Numbers without * were called inactive; nt = no result given. Compounds as they come; any-hit rate near 5%.

SMILES	Gli-Sufu antag	CXCR6 inh	CCR6 antag	Jurkat NFkB inh	UPR CHOP act	EBI2 block	697 NFkB inh	Mdm2 MdmX PPI	XBP1 UPR activ
CCCCOc1ccccc1C(=O)NCCCCCC(=O)O	-7	4	7	1	-0.8	-3	-1	2	0
Cc1cccc(OCC(=O)N2CCN(C(=O)COc3ccc(Cl)cc3)CC2)c1	2	-7	3	9	3.7	84*	11	15	3
Cc1ccc(OCc2nnc(SCC(=O)N3CCOCC3)n2C)cc1	34	7	9	0	3.2	5	6	-25	0
O=c1[nH]c(/C=C/c2ccc(Br)cc2)nc2c1cnn2-c1ccccc1	nt	nt	nt	5	0.2	nt	12	83*	1
Cc1ccc(S(=O)(=O)NC(CC(=O)NCc2ccco2)c2ccco2)cc1 (stereo unspecified)	-16	2	-2	9	-2.2	-5	20	11	-2
CCc1ccccc1S(=O)(=O)Cc1ccc(C(=O)NCC2CCCO2)o1 (stereo unspecified)	-17	6	4	-2	-0.3	6	-25	-5	1
COc1ccc(-n2c(=S)[nH]c3cc(C(=O)NCc4cccnc4)ccc3c2=O)cc1	-7	-3	17	-9	-1.9	-2	10	-2	-1
Oc1cccc(C(=S)N2CCC(Cc3ccccc3)CC2)c1	1	-11	1	17	3.3	-2	8	15	-3
O=C1COc2ccc(S(=O)(=O)N3CCCCC3)cc2N1	-36	-2	7	1	1.0	-5	2	18	-3
COc1ccc(/C=C/C(=O)O)cc1S(=O)(=O)NCC1CCCO1 (stereo unspecified)	4	-5	7	-12	0.9	-14	11	1	0
Cc1cc(C)cc(NC2=NCC(=O)N2Cc2ccccc2)c1	6	-2	-1	9	1.8	-10	15	9	-2
O=C(COc1ccc2c(c1)oc(=O)c1ccccc12)NCC1CCC(C(=O)O)CC1 (stereo unspecified)	7	-3	-8	-10	-0.2	-4	18	-33	-1
O=C(OCC(=O)N1CCCc2ccccc21)C1CCN(S(=O)(=O)c2cccs2)CC1	-1	14	26	-1	0.7	-5	11	12	0
COc1ccc(C(CNC(=O)c2cccc(S(=O)(=O)Nc3ccc(F)cc3)c2)N2CCCC2)cc1 (stereo unspecified)	18	-2	6	nt	nt	-1	nt	nt	nt
O=C(O)CCCCCCCCCCC1CCC(O)C1O (stereo unspecified)	1	-3	-5	nt	nt	-10	nt	nt	nt
CON(C)C(=O)CC(CNC(=O)OC(C)(C)C)c1ccc(Cl)cc1 (stereo unspecified)	1	-1	5	-13	-0.5	-9	7	17	3
CCn1ncc(CN2CCC(C(=O)Nc3cccc(-c4cccc(F)c4)c3)CC2)c1C	22	-2	24	-5	1.0	9	7	33	-4
OCCN1CCN(C(=S)NCCc2ccccc2)CC1	-14	0	1	-14	1.1	13	-3	7	1
Cc1cc(OCCOc2cccc3cccnc23)c(C)cc1Cl	-4	-2	5	0	0.3	47*	-1	26	-3
COc1ccc(C(=O)O/N=C(\N)Cc2ccc(Cl)cc2)cc1OC	8	-2	-7	8	-0.4	14	-41	100*	5
Cc1c(N2CCCC2)cc2c(c1N)C(C)(C)CC2(C)C	-14	-27	0	-14	-0.4	4	10	3	-5
COc1cc2c(cc1OC)C(/C=C/c1ccco1)=NCC2	22	-3	6	-3	-2.2	36	0	30	1
CC(C)OC(=O)NC(c1ccccc1)C(Cl)(Cl)Cl (stereo unspecified)	6	7	8	16	3.1	8	-7	5	0
Cc1ccc(NC(=O)Nc2ccccc2C(=O)NCc2ccccc2)cc1	-17	0	5	-10	-0.5	2	-11	0	0
CSc1ccc(S(=O)(=O)N2CCC(C(=O)NCc3ccncc3)CC2)cc1	41	5	11	25	1.7	2	19	10	-4

The list goes on.
SMILES	Gli-Sufu antag	CXCR6 inh	CCR6 antag	Jurkat NFkB inh	UPR CHOP act	EBI2 block	697 NFkB inh	Mdm2 MdmX PPI	XBP1 UPR activ
COc1cc(NC(=O)c2ccccc2)c(OC)cc1NC(=O)Cc1ccccc1	20	-4	5	-3	-1.7	0	-10	-10	-2
O=C(N/N=C/c1ccccc1O)c1cc(=O)[nH]c2ccccc12	nt	nt	nt	7	-0.5	nt	-17	-13	0
CC(C)CCNC(=O)CCCn1c(=O)[nH]c2ccc(Br)cc2c1=O	3	2	-4	-10	-0.1	3	-16	3	2
CC(C)NC(=O)c1ccc(COc2ccc(C(C)(C)C)cc2)o1	-23	-2	18	-38	0.6	6	-83	9	2
Cc1ccccc1NC(=O)CN1C(=O)S/C(=C\c2ccc(-c3cccc(C(=O)O)c3C)o2)C1=O	-3	-2	18	11	5.5	4	8	12	-3
O=C(/C=C/c1ccccc1)c1ccc2ccccc2c1	-62	4	14	nt	nt	26	nt	nt	nt
O=S(=O)(NCC1CCCO1)c1ccc(Cl)nc1 (stereo unspecified)	-5	5	0	1	-1.2	-3	20	9	-2
COc1ccc(C(=O)C2CCCN(Cc3c(F)ccc(F)c3F)C2)c(OC)c1 (stereo unspecified)	23	-1	11	-2	-0.8	0	11	15	-4
CC(C)N(C(=O)CSc1nnc(Cc2csc(Nc3ccccc3)n2)o1)C(C)C	6	1	2	5	-2.3	5	19	6	0
CCc1ccccc1NC(=O)Cc1cn(C)c2ccccc12	-5	4	16	7	-1.0	10	20	-15	-1
COc1ccc(/C=C/C(=O)OCC(=O)N2CCCCCC2)c(OC)c1	1	-1	11	-1	2.1	-10	22	-8	1
CC(C)=CC(=O)Nc1ccccc1C(N)=O	-76	-1	2	7	0.4	-4	13	21	1
[O-][n+]1c(/C=C/c2ccccc2)ccc2ccccc21	-73	10	17	-41	127*	-1	-160	19	2
Cc1cnc(NC(=O)c2c(Cl)cnn2C)s1	-5	2	-2	-14	2.3	-7	8	28	-6
O=C(CN1CCN(S(=O)(=O)c2ccccc2)CC1)NC(=O)NCc1ccccc1	12	-3	39	9	-1.5	9	-6	16	-1
COc1ccc(C(C(=O)NC(C)(C)C)N(C(=O)CCC(=O)Nc2cc(C)on2)c2ccc3c(c2)OCCO3)cc1 (stereo unspecified)	6	-7	-3	-5	-0.2	4	9	-6	-2
Cc1nnc(SCC(=O)Nc2cc(S(=O)(=O)N3CCCC3)ccc2Cl)n1C1CC1	3	3	7	-1	2.3	-2	-22	-29	0
CN(CC(=O)Nc1cccc(F)c1)C(=O)/C=C/c1ccc(S(=O)(=O)N2CCCCCC2)cc1	-3	0	7	nt	nt	2	nt	nt	nt
CC1(C)Cc2ccccc2-c2nnc(-c3cccnc3)n21	-3	5	5	11	-0.5	-18	-9	1	-1
Cc1[nH]c(C)c2c(=O)n(-c3ccccc3)ncc12	-19	1	4	-2	1.4	7	5	2	0
COC(=O)c1sccc1-n1cccc1C(=O)C(=O)N1CCCC1	9	3	-6	-18	-2.2	-2	-18	-5	-3
N/C(=N\OC(=O)c1ccc([N+](=O)[O-])cc1)c1cccnc1	-34	-11	-8	-32	1.5	-19	-47	-40	2
CC(C)c1ccc(NC(=O)CSc2nc(=O)n(CCCN3CCOCC3)c3c2CCCC3)cc1	7	8	10	-2	-1.6	4	-3	17	4
CC(=NNC(=O)c1cccc(S(=O)(=O)N2CCOCC2)c1)c1ccc(Cl)cc1	4	-2	15	-12	0.6	12	-8	-2	-3
CC(=O)Nc1ccc(S(=O)(=O)N(C)CC(=O)OC(C)C(=O)N(C)C2CCCCC2)cc1 (stereo unspecified)	5	-4	7	3	1.3	15	9	0	0

Reprinted at random: four entries already listed
SMILES	Gli-Sufu antag	CXCR6 inh	CCR6 antag	Jurkat NFkB inh	UPR CHOP act	EBI2 block	697 NFkB inh	Mdm2 MdmX PPI	XBP1 UPR activ
COc1cc(NC(=O)c2ccccc2)c(OC)cc1NC(=O)Cc1ccccc1	20	-4	5	-3	-1.7	0	-10	-10	-2
COc1ccc(C(C(=O)NC(C)(C)C)N(C(=O)CCC(=O)Nc2cc(C)on2)c2ccc3c(c2)OCCO3)cc1 (stereo unspecified)	6	-7	-3	-5	-0.2	4	9	-6	-2
N/C(=N\OC(=O)c1ccc([N+](=O)[O-])cc1)c1cccnc1	-34	-11	-8	-32	1.5	-19	-47	-40	2
CC(C)c1ccc(NC(=O)CSc2nc(=O)n(CCCN3CCOCC3)c3c2CCCC3)cc1	7	8	10	-2	-1.6	4	-3	17	4

The list continues.
SMILES	Gli-Sufu antag	CXCR6 inh	CCR6 antag	Jurkat NFkB inh	UPR CHOP act	EBI2 block	697 NFkB inh	Mdm2 MdmX PPI	XBP1 UPR activ
COc1ccccc1NC(=O)c1sc(NC(=O)c2ccco2)c(C#N)c1C	16	-7	-12	-6	-1.8	-8	-17	13	-1
COC(=O)n1c(=O)oc2ccccc21	3	1	21	10	-0.8	0	1	16	-4
C/C(=N\NC(N)=S)c1ccc2c(c1)OCCO2	-11	-2	4	-41	2.1	3	-22	-21	5
CC(=O)Nc1ccc(NC(=O)Cc2sc(C)nc2-c2ccc(C)cc2)cc1	6	11	4	9	-0.6	-7	-50	-27	-2
CCCN(CCC)Cc1c(C(=O)OCC)nnn1-c1nonc1N	-6	2	2	6	-2.4	7	-7	-6	1
COC1CCCCC1NS(=O)(=O)c1ccccc1 (stereo unspecified)	1	-2	0	3	0.9	-2	23	28	-2
COc1ccccc1N(CCC#N)C(=S)Nc1ccc(S(=O)(=O)N2CCOCC2)cc1	5	-1	0	-3	0.0	2	4	21	1
S=c1[nH]nc(-c2cc(-c3ccccc3)n[nH]2)n1/N=C/C=C/c1ccco1	-3	8	11	6	1.3	11	-7	16	-1
O=S1(=O)C[C@@H]2N=C(N/N=C/c3ccccc3)S[C@@H]2C1	-11	1	-9	7	3.3	-6	11	10	0
OC(COCC1COc2ccccc2O1)CN1CCN(c2ccccc2)CC1 (stereo unspecified)	5	-2	12	-14	-5.6	2	0	-28	0
COc1ccccc1N(CC(=O)NCCSC(C)(C)C)S(C)(=O)=O	-9	2	0	-10	0.4	-6	7	17	-5
COc1ccc(CCNC(=O)Cn2c(=O)n(CC3CCCO3)c(=O)c3ccccc32)cc1OC (stereo unspecified)	1	6	-3	0	-1.1	-4	1	-19	2
COc1cccc(NC(=O)Nc2cc(C)on2)c1	-13	-2	-4	-11	1.8	6	-23	23	-2
Cc1sc(NC(=O)c2c(F)cccc2F)nc1-c1ccccc1	-15	-2	-1	9	1.0	-14	-37	26	-2
COc1ccccc1NS(=O)(=O)c1ccc(NC(=O)N2CCCCC2)cc1	2	-7	12	-7	-0.8	-11	-7	10	-4
CCOC(=O)N1CCN(Cc2nc(-c3ccc(Cl)cc3)no2)CC1	5	12	2	4	-1.2	6	-13	4	-2
Cc1nc(C(C)N(C)Cc2nc(Cc3ccccc3F)no2)c(C)s1 (stereo unspecified)	0	-5	17	-4	2.2	-8	9	-5	-1
Cc1ccc(C)c(OCCC(=O)OCC(=O)NCc2ccc(F)cc2)c1	-1	1	6	0	0.7	0	-12	9	-6
O=C(NCCCCc1ccccc1)C1CCCC1	12	5	10	-7	0.4	-7	1	-18	0
O=S(=O)(Nc1cccc(S(=O)(=O)N2CCCCC2)c1)c1ccccc1F	-8	8	14	10	-0.3	6	16	14	0

Screening data from PubChem.
